# DAGLB inhibitor: blocks human DAGLB lipase activity; 340,000 tested, 0.059% active; HEK293T DAGLB membrane lysate, EnzChek fluorogenic substrate; Q8NCG7; inhibition, % at 5.17 µM; in the data active means inhibition above about 34%;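 further: 0% = enzyme with vehicle and 100% = wells lacking enzyme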
# Mot1-301 SUMO: inhibitors of SUMOylation pathway: yeast Mot1-301 growth rescue; growth rescue, % at 18.8 µM; S. cerevisiae Mot1-301 growth rescue, ATP luminescence, 38.5C; percent above DMSO median, 100 means doubled; 320,000 tested, 1% active;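 active means every valid replicate shows activation above 250% relative to neutral control wells; inactive means the rest, any valid replicate at or below 250%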;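 further: OY570 slx delta 5 strain wells were the positive control but not used for scaling; some compounds called inactive have numbers as strong as hits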
# E coli growth: counter-screen for AddAB inhibitors: E. coli growth inhibition; 330,000 tested, 0.27% active; inhibition, % at 11.9 µM; E. coli V3065 growth, OD600 absorbance, 18 h;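 active means inhibition above the campaign's mean inhibition across all tested compounds plus 3 SD, cut at about 9.9% in these data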;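 further: uninfected addAB+ strain grown without phage in ampicillin broth; 0% = DMSO wells and 100% = ciprofloxacin 0.95 µg/ml wells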
# phage Ecoli inh: E. coli growth loss with phage present | growth absorbance | inhibition, % at 11.9 µM | 360,000 tested, 0.26% active; in the data active means inhibition above about 11%
# PKA-R1A act: activators of PKA-R1A complex. P00514+P68181. AID 504707. 340,000 tested, 0.083% active. activation, % at 11.4 µM. PKA-R1A dissociation, Cy5-IP20 fluorescence polarization; scaled: DMSO 0%, 113 µM cGMP 100%;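 active means percent activation above the mean of all tested compounds plus 3 SD, cut at about 19% in these data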;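 further: higher means more PKAc released from R1A so a rise in polarization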
# HTR5A inv ag: HTR5A inverse agonism, opioid heterodimer counter-screen | P47898 | HTR5A cell line, luminescence | inhibition, % at 9.3 µM | 340,000 tested, 0.083% active; in the data active means inhibition mostly above about 23%, no sharp cut-off; inactive means mostly below about 18%;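 further: 0% = cells with DMSO and 100% = no-cell wells with DMSO; some compounds called inactive have numbers as strong as hits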
# Target sequence (P47898 whole entry, looked up): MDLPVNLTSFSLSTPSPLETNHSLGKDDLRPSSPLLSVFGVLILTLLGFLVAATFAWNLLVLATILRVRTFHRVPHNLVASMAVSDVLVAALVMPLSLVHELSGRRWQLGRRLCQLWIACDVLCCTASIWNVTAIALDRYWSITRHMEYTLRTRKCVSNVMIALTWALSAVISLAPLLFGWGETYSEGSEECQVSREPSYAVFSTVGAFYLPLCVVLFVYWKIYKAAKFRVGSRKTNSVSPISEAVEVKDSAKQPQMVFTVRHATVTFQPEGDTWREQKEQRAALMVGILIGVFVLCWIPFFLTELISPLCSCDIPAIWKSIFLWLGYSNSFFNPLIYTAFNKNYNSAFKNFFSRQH
# PKA-R2B act: PKA-R2B complex activation; PKA-R2B holoenzyme dissociation, Cy5-IP20 fluorescence polarization; R2B truncated from residue 108, S112A mutant; 0% DMSO only, 100% 113 µM cGMP; P22694+P31323; AID 504700; activation, % at 11.4 µM; 340,000 tested, 0.079% active;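 active means activation above a cutoff set at the mean over all compounds plus 3 SD, cut at about 18% in these data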;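 further: higher means more holoenzyme dissociation and a rise in polarization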
# Target sequence (P31323 whole entry, looked up, other chains not shown, the tested form may be a part): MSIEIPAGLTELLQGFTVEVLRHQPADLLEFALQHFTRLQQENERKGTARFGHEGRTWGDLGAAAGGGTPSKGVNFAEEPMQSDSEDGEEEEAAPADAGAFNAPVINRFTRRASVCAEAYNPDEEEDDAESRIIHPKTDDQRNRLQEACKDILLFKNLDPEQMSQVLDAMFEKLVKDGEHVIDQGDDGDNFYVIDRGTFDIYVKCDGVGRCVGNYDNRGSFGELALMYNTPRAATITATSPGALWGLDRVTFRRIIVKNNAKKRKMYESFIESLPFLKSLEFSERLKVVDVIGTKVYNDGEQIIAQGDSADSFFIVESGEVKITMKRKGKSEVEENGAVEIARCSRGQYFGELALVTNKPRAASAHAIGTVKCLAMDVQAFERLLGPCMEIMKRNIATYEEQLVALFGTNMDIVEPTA
# CDK5 p35 inh: CDK5/p35 (human) kinase inhibition; AID 488839; inhibition, % at 10 µM; Recombinant CDK5/p35, ADP-Glo luminescence, 60 min; 330,000 tested, 0.01% active; Q00535+Q15078;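 active means highest replicate inhibition of at least 50% and at least 75% of replicates reaching 50%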;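 further: plate controls were DMSO neutral control for no effect and GW8510 at 10 µM for full effect; many of its hits are not listed in these tables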
# Tat transport: blocks Tat-dependent protein export in E. coli; E. coli MC4100 TorA-mCherry Tat export, fluorescence; inhibition, % at 10 µM; 340,000 tested, 0.036% active; AID 488895;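 active means mean replicate inhibition at least 50% and at least half of replicates individually reaching 50%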;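 further: exported cargo escapes ClpAP degradation while cytoplasmic cargo is degraded and loses fluorescence; 0% = median of neutral control wells and 100% = median of NaSCN control wells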
# AddAB inh: less growth of phage-infected E. coli with AddAB; E. coli expressing H. pylori AddAB, absorbance growth; inhibition, % at 11.9 µM; 330,000 tested, 0.29% active; AID 435030; in the data active means inhibition above about 12%;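 further: 0% = vehicle wells of infected cells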
# HTR5A ag: HTR5A agonism, opioid heterodimer counter-screen; P47898; HTR5A agonist assay, luminescence, cell-based; activation, % at 9.3 µM; 340,000 tested, 0.61% active; AID 504692; in the data active means activation mostly above about 9.5%, no sharp cut-off; inactive means mostly below about 7.6%;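 further: 0% = cells with vehicle only and 100% = reference agonist; strong numbers were not always called active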
# * = called active by the depositor; nt = no result given. This is a random part of the collection. Share with any hit: about 2.3%.
SMILES,DAGLB inhibitor,Mot1-301 SUMO,E coli growth,phage Ecoli inh,PKA-R1A act,HTR5A inv ag,PKA-R2B act,CDK5 p35 inh,Tat transport,AddAB inh,HTR5A ag
O=C(Nc1ccc(Br)cc1Cl)c1ccc2c(=O)n3c(nc2c1)CCC3,-1,-9,-0.6,-0.2,5,7,-15,0.7,-6,0.3,11
O=c1cc(-c2ccc(Br)cc2)[nH][nH]1,12,-1,0.7,4.7,-8,7,-8,2.4,0,-0.3,-2
O=C(O)c1cc(NN=Nc2ccc(Br)cc2)cc([N+](=O)[O-])c1,5,322*,0.5,1.1,-3,-2,2,-2.1,3,4.2,1
COc1ccc(C(=O)NC(=O)CSc2nc3nc(C)cc(C)n3n2)cc1,2,-14,-1.3,1.3,-3,-5,-3,-0.5,0,1.0,-1
CC1=CCC(C(=O)N/N=C/c2cccs2)C(c2ccc(F)cc2)C1 (stereo unspecified),1,13,1.7,4.1,-11,0,-1,2.0,-2,1.4,1
CCOc1ccc(NC2=NC(C)(C)N=C(N)N2)cc1,2,-33,-1.5,-1.6,-5,-11,-2,-1.8,-12,-1.8,5
CCC(=O)c1cc2c(cc1NC(=O)C(C)C)OCCO2,-2,-12,1.9,2.5,-4,-6,-1,0.0,2,1.8,2
COc1ccc(C(CNC(=O)c2cccnc2SC)N2CCOCC2)cc1 (stereo unspecified),4,-15,-0.2,-0.6,-2,-25,-1,-2.4,4,-3.2,3
Clc1ccc(-c2cn3cc(Cl)ccc3n2)cc1,-5,528,1.2,2.7,9,-26,-5,0.1,0,1.6,7
Cc1nn(C)c(NC(=O)c2ccc(Cl)cc2)c1Cl,-1,16,-0.4,-0.1,-2,-2,-7,0.1,2,-1.6,1
O=C(NCc1ccncc1)C1COc2ccccc2O1 (stereo unspecified),0,-4,-2.2,3.0,-4,0,-4,1.0,-1,1.7,0
COc1ccc(CC(=O)NNC(=O)c2ccc(SCc3cc(F)ccc3F)c([N+](=O)[O-])c2)cc1,2,5,0.4,0.1,-10,0,-12,-3.3,27,0.8,4
CCCCNS(=O)(=O)CCNCc1ccco1,0,nt,1.4,1.0,-2,-9,0,-0.5,4,0.6,3
CCn1c(C(O)c2ccc3c(c2)OCO3)nc2ccccc21 (stereo unspecified),-2,-22,-0.6,2.2,3,-22,2,1.0,-1,3.4,-1
CC(=O)c1cccc(NC(=O)Cc2cccs2)c1,0,nt,-0.4,1.9,8,-14,9,0.7,-8,-1.5,-3
CC(=O)Nc1ccc(S(=O)(=O)NC(=O)C23CC4CC(CC(C4)C2)C3)cc1,0,3,1.3,2.7,4,-12,-1,0.6,0,0.2,0
CCOC(=O)/C=C/C(=O)Nc1ccc(S(=O)(=O)Nc2c(C)cc(C)cc2C)cc1,7,-3,-3.9,0.6,1,13,8,0.3,1,-1.3,-1
CCS(=O)(=O)N1CCN(c2ccccc2)CC1,0,-7,0.0,3.4,-8,0,-10,1.2,4,4.2,0
Cc1cccc(NC(=O)c2cccc(S(=O)(=O)Nc3c(C)n(C)n(-c4ccccc4)c3=O)c2)c1,-7,nt,nt,3.0,-2,-6,-15,-0.9,1,nt,4
O=C(N/N=C/c1cccs1)c1cc(C2CC2)nc2ccccc12,0,3,0.9,4.8,0,10,-1,-0.6,-6,-0.3,1

# Quoted from the listing.
# PKA-R1A act result of O=C(O)c1cc(NN=Nc2ccc(Br)cc2)cc([N+](=O)[O-])c1 reads -3
# PKA-R2B act result of CCC(=O)c1cc2c(cc1NC(=O)C(C)C)OCCO2 reads -1
# CDK5 p35 inh result of COc1ccc(C(=O)NC(=O)CSc2nc3nc(C)cc(C)n3n2)cc1 reads -0.5

# Following part:
SMILES,DAGLB inhibitor,Mot1-301 SUMO,E coli growth,phage Ecoli inh,PKA-R1A act,HTR5A inv ag,PKA-R2B act,CDK5 p35 inh,Tat transport,AddAB inh,HTR5A ag
Cc1[nH]c(-c2ccc(F)cc2)cc1C(=O)N1CCN(c2ccc(Cl)cc2)CC1,1,-26,nt,1.9,3,-32,-8,-1.1,23,nt,8
CCN(C(=O)CSc1nc2ccccc2n1CC(C)C)c1c(N)n(Cc2ccccc2)c(=O)[nH]c1=O,1,nt,nt,2.6,3,-8,8,-0.2,3,nt,0
Cc1nc2ncccn2c1-c1csc(Nc2cccc(C(=O)O)c2)n1,0,-4,0.3,3.6,3,19,3,0.3,-7,-1.8,-5
CCS(=O)(=O)N1Cc2ccccc2CC1C(=O)OCC(=O)Nc1ccc(C)cc1 (stereo unspecified),-1,49,-1.6,1.8,-4,17,0,0.7,-1,-0.5,-5
CCC(C(=O)NCCCN1CCOCC1)n1c2ccccc2c2nc(=O)cc(C)n21 (stereo unspecified),0,118,-2.5,1.6,-2,-13,-12,-1.2,4,3.0,8
CC[C@H](C)Cc1cn([C@@H](CCCN=C(N)N)C(=O)NCCCCCCCCCCC(=O)N2CCNCC2)nn1,0,-3,-1.9,3.5,-12,-15,-9,0.2,-1,-0.2,6
O=C(COC(=O)CNC(=O)c1ccc(Cl)cc1Cl)NC1CCCCCCC1,3,4,1.6,3.0,-7,1,-11,0.2,-8,-0.2,4
COc1ccc(OC)c(S(=O)(=O)N2CCN(c3ccccn3)CC2)c1,2,-1,1.8,1.4,-1,-19,2,1.3,0,1.1,3
CC1CCCN(C(=O)COC(=O)Cc2ccc(Cl)cc2)C1 (stereo unspecified),1,-14,1.6,3.5,0,-16,-3,-8.8,18,4.0,2
C=CCn1c(COc2ccccc2)nnc1SC(C)C(=O)N/N=C/c1cc(Cl)ccc1O (stereo unspecified),8,8,3.8,2.8,-2,22,0,0.1,11,6.6,-8
CCOc1ccc(/C=C/C(=O)NC2CCCCC2)cc1,-4,-2,-0.9,-0.6,-12,-7,-7,0.3,3,0.4,0
C/C(=C\c1ccc(Cl)cc1)C(=O)c1c(C)cc(C)[nH]c1=O,0,44,-0.5,1.1,-1,-16,2,-0.4,-6,3.3,7
CCOC(=O)/C=c1/s/c(=C\c2c(OC)ccc3ccccc23)c(=O)n1CC(=O)NCC1CCCO1 (stereo unspecified),-3,nt,nt,2.5,10,6,-5,-0.9,6,nt,-1
CN(Cc1ccccc1Br)C(=O)CSc1nnnn1C1CC1,3,6,-0.9,2.7,5,6,-8,-2.1,-1,0.8,-2
Cc1cc(C)n(CCCNC(=O)c2ccc(C)o2)n1,-1,-3,1.6,-2.0,-1,-7,-3,-2.3,1,-1.6,3
O=C(c1ccc(CS(=O)c2cccc(Cl)c2)o1)N1CCCCCC1 (stereo unspecified),0,7,-1.7,4.0,-14,-3,-4,1.3,1,2.5,3
CCCn1cnc2cc(NCc3ccccc3O)ccc21,2,12,2.6,2.8,-3,-16,1,0.9,4,-0.2,4
COc1ccccc1NC(=O)NNC(=O)c1ccc2ccccc2c1O,4,2,nt,11*,-7,-12,-7,-0.1,0,nt,5
COc1cc(NS(=O)(=O)c2ccc(NC(=O)c3ccc(S(=O)(=O)N4CCCCC4)cc3)cc2)ncn1,0,-19,-0.7,3.0,-12,-4,8,0.0,1,4.2,1
CCOC(=O)[C@@H]1[C@H]2COc3ccccc3[C@@H]2N2C(=O)N(c3ccc(F)cc3)C(=O)[C@]12C,-4,-10,0.4,0.9,0,-13,-8,0.2,-3,4.9,-4

# Among those listed so far, 2 have a COOH group.
SMILES,DAGLB inhibitor,Mot1-301 SUMO,E coli growth,phage Ecoli inh,PKA-R1A act,HTR5A inv ag,PKA-R2B act,CDK5 p35 inh,Tat transport,AddAB inh,HTR5A ag
O=C(O)c1cc(NN=Nc2ccc(Br)cc2)cc([N+](=O)[O-])c1,5,322*,0.5,1.1,-3,-2,2,-2.1,3,4.2,1
Cc1nc2ncccn2c1-c1csc(Nc2cccc(C(=O)O)c2)n1,0,-4,0.3,3.6,3,19,3,0.3,-7,-1.8,-5

# Following part:
SMILES,DAGLB inhibitor,Mot1-301 SUMO,E coli growth,phage Ecoli inh,PKA-R1A act,HTR5A inv ag,PKA-R2B act,CDK5 p35 inh,Tat transport,AddAB inh,HTR5A ag
Cn1cc(CNC(=O)c2cc(-c3ccc(Br)cc3)nc3ccccc23)cn1,-2,6,-5.3,3.9,-5,1,-5,0.0,4,-0.7,0
COc1ccc(-n2c(=O)c3ccccc3n(CC(=O)c3ccccc3)c2=O)cc1OC,0,2,0.0,-0.8,-4,3,-2,-0.9,0,0.8,1
COC(=O)[C@@]12CCCN1[C@H](c1ccc(-c3ccc(C(C)=O)cc3)c(OC)c1)[C@H]1C(=O)N(C)C(=O)[C@H]12,0,14,-1.7,1.6,1,3,-3,-0.1,-5,5.2,-1
COc1cc(OC)cc(C(C)=O)c1,-2,-3,-0.6,2.2,-5,14,-2,1.7,-2,2.8,2
Cc1ccc2c(CC(=O)N3CCOCC3)coc2c1,-7,0,-3.6,3.5,0,-4,0,-1.8,12,-0.2,-1
Nc1cnccc1C(=O)O,-7,-6,0.2,1.7,12,7,2,-2.0,10,1.4,4
O=C(Nc1cccc2ccccc12)NC1CCCCC1O (stereo unspecified),2,-1,-0.3,0.8,-3,-32,1,-1.1,-7,1.9,0
CCN(CC(=O)NC1CCS(=O)(=O)C1)S(=O)(=O)c1ccc(Br)cc1 (stereo unspecified),0,-3,0.8,1.9,-2,-10,-2,-2.3,8,0.2,3
CCN(CC)Cc1c(C(=O)N/N=C/c2cccc3ccccc23)nnn1-c1nonc1N,-2,-15,1.1,0.9,-1,-4,-12,2.1,-5,3.4,1
CCCN(Cc1cc2cccc(C)c2[nH]c1=O)S(C)(=O)=O,0,-5,0.5,nt,1,-18,-3,0.0,2,1.4,0
CC1CCC(C(C)C)C(OC(=O)Cn2c(-c3ccc(F)cc3)[n+](C)c3ccccc32)C1 (stereo unspecified),3,172,1.7,3.9,-7,-4,5,-0.4,12,-0.3,2
CC(C(=O)c1ccccc1)n1c(N2CCOCC2)nc2c1c(=O)n(C)c(=O)n2C (stereo unspecified),-3,3,-2.4,4.5,-5,-20,-6,-3.0,5,0.9,-2
CCOC(=O)CSc1nnc([C@H](Cc2ccccc2)NC(=O)OC(C)(C)C)o1,-3,-10,0.3,2.1,-4,-1,-11,0.0,2,4.0,-1
CC1=C(C(N)=O)C(c2ccc3c(c2)OCO3)n2nc(-c3cccc(C)c3)nc2N1 (stereo unspecified),3,-23,-0.9,2.1,2,-12,-1,0.9,-3,-0.7,3
Cc1csc(NC(=O)c2cc3c(s2)-c2ccccc2OC3)n1,-5,4,-0.8,2.1,-6,-4,1,-1.5,7,0.2,1
CCCc1nnc(NC(=O)CCC(=O)N2CCC(C)CC2)s1,0,0,-0.8,0.6,-5,6,3,0.3,-4,-3.2,-2
Cn1ccnc1SCC(=O)Nc1cccc(S(=O)(=O)N2CCCCC2)c1,2,7,1.0,0.9,-9,-7,-12,-2.6,13,0.5,2
COC(=O)c1cc(NC(=O)CN(C)Cc2ccccc2)cc(C(=O)OC)c1,2,-1,-0.6,2.2,6,15,-12,1.1,0,0.0,2
COc1ccc(OC)c(S(=O)(=O)N2CCC(C(=O)Nc3cccc(C)c3)CC2)c1,-1,-16,-3.3,3.7,-1,16,-2,-0.1,-1,2.4,2
C/C(=N\OC(=O)c1ccccc1)c1c(C)nc2cc(C)ccn12,0,0,0.2,2.6,-15,-42,-1,-0.9,1,3.6,1
O=C(Nc1nnc(C(F)(F)F)s1)c1ccc(N2C(=O)C3C4C=CC(C4)C3C2=O)cc1 (stereo unspecified),4,15,-2.1,-1.1,7,-12,1,-0.1,9,1.1,5
